TDP2 inh – blocks human TDP2 phosphodiesterase activity. O95551. recombinant TDP2, T5PNP hydrolysis, p-nitrophenol absorbance 415 nm. inhibition, % at 12.8 µM. 370,000 compounds, 0.34% hits;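 active = inhibition above the mean of all tested compounds plus 3 SD, set per campaign, cut at about 25% in these data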;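 note: 0% = DMSO with enzyme and 100% = buffer with substrate but no TDP2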
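Test system: human TDP2 enzyme; Input: 120 nM TDP2 per well; Buffer or medium: Mg2+-containing Tris-HCl buffer, pH 7.5; Reagent: 5 mM T5PNP; Dosing: 12.8 µM single point, 1% DMSO; Incubation: reaction 2 h, 37 °C; Detection: p-Nitrophenol epi absorbance; Read-out: % inhibition relative to enzyme-containing and enzyme-free wells; Replicates: single well per compound.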
SIAE inh – blocks human sialic acid acetylesterase | Q9HAT2 | SIAE FP-Rh probe binding, fluorescence polarization | inhibition, % at 9.66 µM | 370,000 compounds, 0.69% hits;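 active = inhibition above a cutoff: mean of compounds within the control limits plus 3 SD of those, cut at about 17% in these data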;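 note: 0% = plate median of compound wells and 100% = probe without SIAE protein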
ASAP1 inh – blocks human ASAP1-stimulated Arf1 GTP hydrolysis; Q9ULH1; GDP FP detection; inhibition, % at 16.5 µM; 360,000 compounds, 0.19% hits; AID 624377; in the data active = inhibition above about 25%;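 note: 0% = vehicle with enzyme and substrate and 100% = no enzyme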
Target sequence (Q9ULH1 325-724 limits assumed): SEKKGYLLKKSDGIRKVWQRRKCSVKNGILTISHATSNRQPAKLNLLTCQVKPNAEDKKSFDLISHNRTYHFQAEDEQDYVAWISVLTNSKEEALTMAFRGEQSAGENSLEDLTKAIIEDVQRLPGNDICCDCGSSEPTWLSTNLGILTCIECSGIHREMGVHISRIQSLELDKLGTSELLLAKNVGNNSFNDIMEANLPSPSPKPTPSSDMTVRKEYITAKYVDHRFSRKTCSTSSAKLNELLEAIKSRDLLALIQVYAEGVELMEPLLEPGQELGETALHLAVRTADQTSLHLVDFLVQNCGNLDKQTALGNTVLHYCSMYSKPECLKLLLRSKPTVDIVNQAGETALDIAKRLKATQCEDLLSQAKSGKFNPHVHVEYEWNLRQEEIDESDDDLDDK
ADAM10 inh – ADAM10 inhibition, QFRET primary screen. O14672. recombinant ADAM10, EDANS/DABCYL FRET peptide cleavage, 3 h. inhibition, % at 7 µM. 370,000 compounds, 0.62% hits. AID 720582;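 active = inhibition above a per-campaign cutoff equal to the mean of compounds falling between control-based bounds plus 3 SD, cut at about 20% in these data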;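 note: 0% = DMSO wells while the 100% control is not disclosed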
Target sequence (O14672 214-748 limits assumed): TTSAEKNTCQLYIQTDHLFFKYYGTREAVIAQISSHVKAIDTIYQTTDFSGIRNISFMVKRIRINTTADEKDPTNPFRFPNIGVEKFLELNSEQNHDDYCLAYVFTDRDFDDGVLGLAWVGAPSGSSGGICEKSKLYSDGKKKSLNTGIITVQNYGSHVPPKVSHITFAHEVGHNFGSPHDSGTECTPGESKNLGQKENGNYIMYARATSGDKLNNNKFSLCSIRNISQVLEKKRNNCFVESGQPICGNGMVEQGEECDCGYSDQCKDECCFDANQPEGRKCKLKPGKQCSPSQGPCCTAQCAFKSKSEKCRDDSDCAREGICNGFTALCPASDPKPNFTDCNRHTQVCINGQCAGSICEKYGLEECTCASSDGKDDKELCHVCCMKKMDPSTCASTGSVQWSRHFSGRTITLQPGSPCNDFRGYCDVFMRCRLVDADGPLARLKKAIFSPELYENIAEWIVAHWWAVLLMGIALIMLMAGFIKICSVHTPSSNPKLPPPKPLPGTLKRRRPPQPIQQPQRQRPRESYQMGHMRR
ARFGAP1 inhibitor – rat ARFGAP1 inhibition; Q62848; Arfgap1-stimulated ARF1 GTP hydrolysis, GDP FP detection; inhibition, % at 16.5 µM; 360,000 compounds, 0.26% hits; AID 651572;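 active = inhibition above a per-plate limit, mean inhibition of low control wells plus 3 SD, cut at about 25% in these data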;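 note: 0% = DMSO wells with enzyme and 100% = wells lacking Arfgap1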
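Material: rat Arfgap1 GAP domain (His6, aa 1-136), purified enzyme. Also added: human ARF1(Δ1-17)-GTP substrate. Compound dosing: 16.5 µM single point, 1.26% DMSO. Timing: enzyme reaction 120 min at 25 °C after 20 min preincubation. Signal: GDP detection by fluorescence polarization. Read-out basis: percent inhibition of GAP-stimulated GDP formation, scaled between DMSO and no-Arfgap1 medians.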
PLCg1 inh – PLC-gamma1 (human) inhibition, primary screen; P19174; purified PLC-gamma1, fluorogenic substrate, fluorescence; inhibition, % at 12.2 µM; 370,000 compounds, 0.84% hits; AID 720700; in the data active = inhibition above about 9.5%
ADAM17 inh – inhibitors of human ADAM17 | P78536 | recombinant ADAM17, EDANS/DABCYL FRET peptide cleavage | inhibition, % at 6.95 µM | 370,000 compounds, 0.83% hits | AID 720648;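 active = inhibition above the mean of compounds lying between control limits plus 3 SD, set per campaign, cut at about 8.5% in these data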;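 note: 0% = DMSO-only wells as the low control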
DDE Tn6 FP inh – DD(E)-Tn6 binding inhibition, primary FP screen. P02675. 370,000 compounds, 0.21% hits. inhibition, % at 8.3 µM. AID 720509. Fibrin DD(E) TRITC-Tn6 fluorescence polarization displacement;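 active = inhibition above a per-campaign cutoff: mean of compounds within control limits plus 3 SD, cut at about 15% in these data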;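 note: 0% = median of all compound wells on the plate and 100% = blocking peptide control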
DDE Tn7 FP inh – inhibitors of Tn7 peptide binding to human fibrin DD(E). P02675. FP displacement of FITC-Tn7 peptide from fibrin DD(E); 0% = median of compound wells per plate. inhibition, % at 8.3 µM. 370,000 compounds, 0.13% hits;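 active = inhibition above the mean of compounds falling within the control limits plus 3 SD of them, cut at about 14% in these data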;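 note: 0% = plate median of compound wells and 100% = 10 µM Aha-Tn7 peptide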
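Assay system: Human fibrin DD(E) protein | Medium: Tris buffer with calcium and detergent, pH 7.8 | Reagent: 0.1 µM fluorescent Tn7 | Compound dosing: Single point at 8.3 µM | Times: 10 min preincubation, 3 h with tracer, room temperature | Detection: Fluorescence polarization of the labelled Tn7 tracer | Controls: Aha-Tn7 high control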
PLC-beta3 inh – blocks human PLC-beta3 enzyme activity; 370,000 compounds, 0.18% hits; inhibition, % at 12.2 µM; Q01970; Purified PLC-beta3, fluorogenic substrate, fluorescence; in the data active = inhibition above about 11%;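 note: 0% = median of compound wells on plate and 100% = full blocker control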
An asterisk follows results filed as active; / = not tested or not shown.

The opening seven entries as a preview:
compound,TDP2 inh,SIAE inh,ASAP1 inh,ADAM10 inh,ARFGAP1 inhibitor,PLCg1 inh,ADAM17 inh,DDE Tn6 FP inh,DDE Tn7 FP inh,PLC-beta3 inh
CC(C)c1cc(C(=O)Nc2cccc(C(F)(F)F)c2)no1,0,-8,2,3,7,4,-2,-3,6,0
Cc1ccc(-n2nnnc2SC(C)C(=O)Nc2ccc(Cl)cn2)cc1 (stereo not drawn),-7,0,2,7,0,-1,2,-5,-3,-3
O=C1N=C(N2CCOCC2)S/C1=C\c1ccccc1OS(=O)(=O)c1ccccc1,-7,-5,-1,15,-4,6,7,7,-5,1
COc1ccc(S(=O)(=O)NC2CCN(C#N)CC2)cc1,1,-3,/,-1,/,1,-1,0,2,0
CCN(CC)C(=O)C1=C(C)N(CCCN2CCCC2=O)C(=O)C(CC(=O)NCC2CCCCC2)C1 (stereo not drawn),-1,5,2,-12,3,-1,-5,0,1,0
CCCc1cc(=O)n2[nH]c(SCc3ccc(Cl)cc3)nc2n1,9,4,-16,3,-1,-3,-2,-8,3,-10
CN(Cc1cccc(Cl)c1Cl)C(=O)CCNC(=O)c1ccco1,-26,-3,29*,0,-4,12*,3,2,-4,7

Results, from the first entry:
compound,TDP2 inh,SIAE inh,ASAP1 inh,ADAM10 inh,ARFGAP1 inhibitor,PLCg1 inh,ADAM17 inh,DDE Tn6 FP inh,DDE Tn7 FP inh,PLC-beta3 inh
CC(C)c1cc(C(=O)Nc2cccc(C(F)(F)F)c2)no1,0,-8,2,3,7,4,-2,-3,6,0
Cc1ccc(-n2nnnc2SC(C)C(=O)Nc2ccc(Cl)cn2)cc1 (stereo not drawn),-7,0,2,7,0,-1,2,-5,-3,-3
O=C1N=C(N2CCOCC2)S/C1=C\c1ccccc1OS(=O)(=O)c1ccccc1,-7,-5,-1,15,-4,6,7,7,-5,1
COc1ccc(S(=O)(=O)NC2CCN(C#N)CC2)cc1,1,-3,/,-1,/,1,-1,0,2,0
CCN(CC)C(=O)C1=C(C)N(CCCN2CCCC2=O)C(=O)C(CC(=O)NCC2CCCCC2)C1 (stereo not drawn),-1,5,2,-12,3,-1,-5,0,1,0
CCCc1cc(=O)n2[nH]c(SCc3ccc(Cl)cc3)nc2n1,9,4,-16,3,-1,-3,-2,-8,3,-10
CN(Cc1cccc(Cl)c1Cl)C(=O)CCNC(=O)c1ccco1,-26,-3,29*,0,-4,12*,3,2,-4,7
O=C(NCc1n[nH]c(=S)n1-c1cccc(C(F)(F)F)c1)c1ccc(S(=O)(=O)N2CCCCC2)cc1,-11,-4,-5,14,-4,12*,13*,-3,-9,3
CC1(C)Cc2c(C#N)c(SCc3ccccc3)nc(N3CCOCC3)c2CO1,7,2,-4,5,5,-2,1,-3,1,-1
Cn1c(Cc2ccccc2)nnc1SCc1nc2ccccc2c(=O)[nH]1,1,13,4,6,1,1,0,-7,2,-1
CN(Cc1ccccc1)C(=O)COC(=O)c1ccc(-n2cnnn2)cc1,-8,1,-2,-14,16,3,-3,4,3,-5
O=C(O)CSc1c(-c2ccccc2)c2cc(Cl)ccc2[nH]c1=O,4,0,-15,9,9,-6,4,0,-4,-9
O=C(O)c1ccc(NS(=O)(=O)c2ccc3c(c2)C(=O)c2cc(S(=O)(=O)Nc4ccc(C(=O)O)cc4)ccc2-3)cc1,4,-10,-1,1,4,7,-3,3,6,3
CC(C)N(C)CCOC(=O)c1ccccc1Cl,9,-8,-1,3,7,-1,-4,4,8,0
O=C(CCC(=O)N1CCOCC1)NCCc1ccc(F)cc1,-1,1,-9,-13,20,2,3,-8,3,-3
CS(=O)(=O)N(CC(=O)Nc1ccccc1C(=O)NCc1ccccc1)c1ccc2c(c1)OCCO2,10,-2,3,-2,-7,-2,-3,5,2,1
C[C@H]1[C@@H](OC(=O)N2CCOCC2)CC[C@@]23CCCN2C(=O)CCC[C@@H]13,7,4,/,3,/,0,-1,3,0,3
Cc1ccc(OCC(=O)Nc2cc(-c3nn4c(C)nnc4s3)ccc2C)cc1,5,-2,4,-4,-1,-1,-5,-2,1,-3
Cc1cccc(OCc2nnc(SCC(=O)N3CCCCC3)o2)c1,6,4,0,-8,11,1,1,0,1,-5
NS(=O)(=O)c1ccc(CNC(=O)C2CCCCC2)cc1,-13,-2,9,6,8,7,5,-1,-5,7
CCCCNC1CCS(=O)(=O)C1 (stereo not drawn),-2,-4,4,-3,-9,3,-1,-3,-4,-4
CCOc1ccc(/C=N/OCC(=O)Nc2cc(S(=O)(=O)N3CCOCC3)ccc2OC)cc1,3,1,-7,-2,8,-4,-3,-7,-6,-11
COc1ccccc1NC(=O)Nc1cc(C(C)C)ccc1C,12,-2,-8,3,-3,-1,1,5,-5,4
Cc1ccc(-c2nc(N)sc2C)cc1,2,2,-8,-10,9,-1,-4,3,-8,-6
O=C(CN1CCN(Cc2ccccc2Cl)CC1)N/N=C/C=C/c1ccco1,3,0,-1,-2,-1,-2,-2,5,-5,-3
COc1ccc(NC(=O)Cc2ccccc2)cc1,3,0,-8,1,3,-4,0,4,9,-10
Cc1nn(Cc2c(Cl)cccc2Cl)c(C)c1NC(=O)CCCn1nc([N+](=O)[O-])c(Cl)c1C,3,6,8,-3,-1,-2,1,4,-6,1
O=C(c1ccccc1F)N(Cc1cccnc1)Cc1cc2cc3c(cc2[nH]c1=O)OCCO3,-3,-3,-5,-346,7,-17,-103,-1,-6,-39
Cc1cc(C(=O)NCCCN2CCOCC2)n(-c2ccccc2)n1,2,5,-25,-4,-8,0,-4,0,7,1
O=C(NC1CC1)c1cc(-c2ccccn2)nc2ccccc12,5,0,-1,2,-4,-1,-1,5,-5,-2
Cn1nc(C(F)(F)F)c2cc(C(=O)Nc3ccc(C(F)(F)F)cc3)sc21,8,-128,8,1,7,1,0,-4,-2,-5
CCN(CC)CC(=O)Nc1sc(C)c(C)c1C(=O)c1ccc(C)cc1,-11,2,1,-4,2,-2,0,-11,-2,-2
CCc1nc2c(OCCc3cccc(OC)c3)cccn2c1N(C)C(=O)c1ccc(C)cc1,2,9,16,-7,-4,1,5,-4,2,3
NS(=O)(=O)c1ccc(NC(=O)Cn2ncc3c2-c2ccccc2OC3)cc1,-3,-3,-13,-6,-8,-4,-4,-3,-5,2
Cc1ccc(N2C(=O)c3ccc(C(=O)O)cc3C2=O)cc1C,6,-1,3,6,9,0,-1,6,4,2
Cc1nn(CC(=O)N/N=C/c2ccc3c(c2)OCO3)c(C)c1Br,0,2,6,-13,-15,-5,-6,-4,-9,-5
CN(C(=O)COc1ncnc2c1cnn2-c1ccccc1)C1CCCCC1,13,8,-6,1,4,3,-1,0,0,-9
COc1ccc(C2CC(C(F)(F)F)n3nc(C(N)=O)c(Cl)c3N2)cc1OC (stereo not drawn),-11,0,9,-4,15,-4,-4,-4,4,-6
Cc1ccc(OCCCNC2CCCC2)cc1,7,5,-3,-3,6,1,-4,9,-3,-1
COc1ccc(OC)c(S(=O)(=O)NC(=O)C2(C)CCN2C(=O)c2ccco2)c1 (stereo not drawn),6,6,-4,3,-4,4,-1,-9,-1,5
CCCCn1c(SCC(=O)Nc2cc(C)on2)nc2ccccc2c1=O,-3,0,1,-2,5,0,0,-2,-2,2
CC(C)(C)c1ccc(OCC(=O)NNC(=O)C2CCCO2)cc1 (stereo not drawn),6,2,-1,-2,0,0,-2,1,5,5
O=C(O)c1cccnc1Sc1ccccc1Cl,7,0,3,-14,-4,-7,-7,6,2,-15
O=C(NCc1cccnc1)c1cc(C2CCCCN2C(=O)c2ccccc2)on1 (stereo not drawn),-5,-7,-23,-6,-11,0,0,-6,1,2
CNC(=O)c1ccc(C)c(NC(=O)C2=C(C)OCCS2)c1,-4,0,2,-3,2,5,1,9,-4,-3
CS(=O)(=O)c1ccc(Cl)c(NC(=O)CCl)c1,-16,-8,9,2,13,4,0,2,-10,-9
CCc1ccccc1NC(=O)CN(C)S(=O)(=O)c1ccc(-c2ccc(=O)[nH]n2)s1,1,-7,5,5,16,1,-3,-4,-3,-9
CCOC(=O)c1sc2nc(C)cc(C)c2c1NC(=O)c1ccco1,0,-3,-5,-9,-4,-16,-4,-2,5,-15
CN1C(=O)/C(=C/c2ccc(OC(=O)c3ccco3)cc2)SC1=S,2,-6,3,-5,4,-2,-2,4,-3,-9
COc1ccc2c(c1)CCc1c(C(=O)N3CCOCC3)noc1-2,11,-3,7,0,-9,-4,-5,5,-2,-7
